NOD1 NF-kB reporter = NOD1 signaling inhibitors, primary screen, cell-based, luminescence, uHTS (AID 1578) | 290,000 compounds, 1% hits | one-dose inhibition, % at 4 µM; EC50 in µM for titrated hits | NOD1-driven NF-kB luciferase reporter cells, luminescence; higher % means a stronger effect; in the data active = inhibition mostly above about 36%, no sharp cut-off; inactive = mostly below about 34%;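 also: HEK-293T reporter cells stimulated with the NOD1 agonist gamma-tri-DAP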
GPR55 activation = GPR55 agonists via beta-arrestin recruitment, primary screen, imaging, U2OS cells, beta-arrestin-GFP redistribution (AID 1961); U2OS GPR55 beta-arrestin-GFP redistribution imaging; higher % means a stronger effect; one-dose activation, % at 10 µM; EC50 in µM for titrated hits; 290,000 compounds, 0.048% hits;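 active = activation above 40% with more than 50 cells counted in the well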;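 also: U2OS osteosarcoma cells stably expressing GPR55 and beta-arrestin-GFP; plate controls were DMSO negative control for no effect and LPI positive control for full effect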
KOR beta-arrestin-1 = KOR antagonists, beta-arrestin recruitment, cell-based, luminescence, uHTS (AID 1778). Kappa-type opioid receptor (Homo sapiens). KOR beta-arrestin recruitment, luminescence, antagonist mode; higher % means a stronger effect. inhibition, % at 10 µM, or IC50 in µM where a hit was titrated. 290,000 compounds, 0.091% hits; in the data active = inhibition above about 50%; also: strong numbers were not always called active
GPR55 antagonists = GPR55 antagonists blocking LPI-driven arrestin recruitment, primary screen, imaging, U2OS, beta-arrestin-GFP, LPI agonist (AID 2013). U2OS GPR55 beta-arrestin-GFP translocation imaging, LPI antagonism; higher % means a stronger effect. 290,000 compounds, 0.13% hits. inhibition, % at 10 µM; hits with a dose series show IC50 in µM;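 active = spots per cell inhibited over 60%, with over 100 cells counted and total cytoplasm intensity under 500,000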;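 also: U2OS cells stably carrying GPR55 and arrestin-GFP stimulated by 5 µM LPI near EC80; imaged beta-arrestin-GFP aggregate spots per cell after agonist stimulation; plate controls were LPI-stimulated DMSO wells for no effect and DMSO wells without LPI for full effect; some results filed as inactive read as strong as hits; confirmed hits need IC50 under 10 µM and bright autofluorescent wells are also inconclusive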
HIV fusion peptide = inhibitors of HIV fusion peptide binding, primary screen, biochemical, uHTS, fluorescence dequenching (AID 1986). cell-free peptide binding, fluorescence dequenching, 30 min; higher % means a stronger effect. inhibition, % at 20 µM; hits with a dose series show IC50 in µM. 290,000 compounds, 0.3% hits; in the data active = inhibition mostly above about 52%, no sharp cut-off; inactive = mostly below about 76%; also: some results filed as inactive read as strong as hits
NS5 inhibitors = Dengue-2 NS5 methyltransferase inhibitors, primary screen, biochemical, confirmation dose response (AID 588689); Genome polyprotein (Dengue virus type 2 (strain 16681-PDK53)); Dengue-2 NS5 methyltransferase capping enzyme assay, biochemical; higher % means a stronger effect; inhibition, % at 25 µM, or IC50 in µM where a hit was titrated; 340,000 compounds, 0.3% hits; in the data active = a potency from the dose series
KOR beta-arrestin-2 = KOR agonists, beta-arrestin recruitment, primary screen, cell-based, luminescence, uHTS (AID 1777) | Kappa-type opioid receptor (Homo sapiens) | KOR beta-arrestin recruitment, luminescence; higher % means a stronger effect | 280,000 compounds, 0.02% hits | activation, % at 10 µM; hits with a dose series show EC50 in µM; in the data active = activation above about 50%, passing the limit was not always enough; also: a part of the inactive calls stands beside numbers as strong as those of hits
West Nile virus CPE = West Nile virus antiviral activity, cell-based, CPE readout (AID 1621); West Nile virus-infected cells, CPE inhibition; higher % means a stronger effect; one-dose CPE inhibition, % at 10 µM; IC50 in µM for titrated hits; 290,000 compounds, 0.02% hits; in the data active = a potency from the dose series; also: strong numbers were not always called active
GPR35 arrestin U2OS = GPR35 antagonists blocking zaprinast-driven arrestin recruitment, primary screen, imaging, U2OS, beta-arrestin-GFP, zaprinast agonist (AID 2058); G-protein coupled receptor 35 (Homo sapiens); U2OS GPR35 beta-arrestin-GFP translocation imaging, zaprinast antagonism; higher % means a stronger effect; one-dose inhibition, % at 10 µM; IC50 in µM for titrated hits; 290,000 compounds, 0.052% hits;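 active = inhibition of at least 50% with at least 30 cells and total cytoplasm GFP at most 10,000,000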
NS5 inhibitors pilot replicate = recorded beside NS5 inhibitors, whose call it bears; inhibition, %; measured here: pilot screen replicate inhibition
Starred values were filed as active, the others as inactive; x = not tested or not shown; [ ] = another dose, or the depositor's remark. Some of the compounds tested; rates above refer to the full screens.

SMILES | NOD1 NF-kB reporter | GPR55 activation | KOR beta-arrestin-1 | GPR55 antagonists | HIV fusion peptide | NS5 inhibitors | KOR beta-arrestin-2 | West Nile virus CPE | GPR35 arrestin U2OS | others
CC(C)CN(C(=O)COC(=O)c1cc2c(s1)CCC2)C1CCS(=O)(=O)C1 (stereo unspecified) | -8% | 0.0% | 15% | 6% | 0.3% | -1% | 0.8% | -0.2% | -3%
Cc1ccc(NS(=O)(=O)c2ccc(CCC(=O)NCc3cccnc3)cc2)cc1 | -23% | 0.2% | -46%[20 µM] | 6% | 0.3% | x | 0.4% | -0.4% | 10%
COc1ccc(-c2csc(NC(=S)NC(=O)c3ccco3)n2)cc1Br | -14% | 0.3% | -22% | -1% | 1.9% | -4% | -2.5% | 1.8% | -2%
COC(=O)Cc1c(C)nc2nc(-c3ccco3)[nH]n2c1=O | -14% | -0.1% | -55% | 0% | 7.7% | -5% | 3.6% | 0.0% | -7%
CC(=O)C1=C(c2ccccc2)NC(=O)NC1c1ccccc1OCC#N (stereo unspecified) | -13% | -0.1% | -33% | -9% | 1.0% | -1% | 2.2% | 0.3% | -6%
COc1cc(NC(=O)COc2ccc(Br)cc2)ccc1NC(=O)C(C)C | -9% | 0.5% | -16%[20 µM] | -6% | -0.6% | -5% | -2.7% | -0.3% | 2%
Cc1ccccc1-c1noc(CCC(=O)NCCc2ccccc2)n1 | -10% | 0.0% | -35% | -4% | 0.6% | -1% | -1.4% | -1.1% | 12%
CC(C)NC(=O)C12CC3CC(C1)CC(C(=O)NC(C)C)(C3)C2 | -11% | -0.1% | -20% | 2% | 0.6% | -4% | -2.6% | 3.4% | 4%
CC(=O)Nc1ccc2c(COC(=O)CC3Sc4ccccc4NC3=O)cc(=O)oc2c1 (stereo unspecified) | -25% | -0.1% | -37%[20 µM] | 6% | 11% | x | 3.4% | -0.4% | 9%
COC(=O)CNC(=O)c1ccc(=O)oc1 | 5% | 0.0% | -13% | -8% | 0.1% | -4% | -4.9% | -0.1% | 6%
CCCCN(CC)CCNC(=O)c1cn(C)c(=O)c2c1c1ccccc1n2C | 1% | 0.0% | -44% | 1% | 0.9% | -1% | -0.5% | -0.1% | 15%
COc1ccc(C(=O)c2coc3ccc(O)c(CN4CCOCC4)c23)cc1 | -19% | -0.5% | 19% | -1% | -1.2% | 1% | 1.4% | -0.2% | 3%
CC(C(=O)Nc1ccc(S(=O)(=O)N2CCOCC2)cc1)N1CCN(c2ccccn2)CC1 (stereo unspecified) | -30% | -0.5% | -4% | 1% | 1.1% | -4% | -3.6% | -0.8% | 2%
COc1ccc(CCNC(=O)c2ccc3c(SCC(=O)O)c4c(nc3c2)CCCC4)cc1OC | -33% | 0.5% | -10% | 7% | 18% | -6% | -0.7% | 0.1% | -6%
O=C(Nn1cnnc1)c1ccccc1-c1ccccc1 | -19% | -0.1% | 15% | 7% | -2.1% | -5% | -4.2% | -0.1% | 15%
Cc1ccc(-n2ncc(C#N)c2/N=C/N(C)C)cc1 | -2% | -0.1% | -56% | -10% | -1.4% | -11% | 4.0% | 0.4% | 16%
COC(=O)c1sc(NC(=O)/C=C/c2ccc(C)cc2)nc1C | -13% | -0.2% | x | 17% | -0.6% | -1% | -0.9% | -0.6% | 10%
O=C(O)c1ccc(NC(=S)NC(=O)c2cncc(Br)c2)cc1 | 50% | 0.5% | -11% | 2% | -1.6% | -10% | -1.2% | -0.6% | 6%
O=C(COc1cccnc1[N+](=O)[O-])NCCc1ccccc1 | -48% | 0.1% | -10% | 14% | 1.6% | -7% | 2.0% | 0.1% | -5%
CN(CC(=O)Nc1c(F)cccc1F)Cc1cccs1 | -12% | 0.2% | -33% | 16% | 1.1% | -2% | 8.0% | -0.3% | 6%
CCOc1cc(CNc2ccc3c(c2)CCC3)ccc1O | 6% | -0.2% | -14% | 2% | -2.4% | -3% | -10% | 0.4% | -5%
Cc1cc(C)n(-c2ccc(Cl)c(C(=O)Nc3cc(C(F)(F)F)ccc3Cl)n2)n1 | -11% | -0.1% | -3% | 3% | 2.1% | 6% | 14% | 0.9% | 15%
Cc1ccc(S(=O)(=O)N2CCCCC2C)cc1[N+](=O)[O-] (stereo unspecified) | -13% | -0.1% | -6% | 0% | 0.3% | 1% | -3.1% | 1.0% | 1%
COc1ccc(NC(=O)C2CCC(CNC(=O)[C@@H]3Cc4ccccc4CN3)CC2)cc1 (stereo partly specified) | 15% | 0.2% | -8% | -3% | -1.2% | 3% | -0.8% | 0.3% | 3%
Cc1nc(Nc2ccccc2O)c2oc3ccccc3c2n1 | -6% | 0.0% | 18% | -6% | -0.4% | -15% | 0.2% | -0.8% | -12%

Structural class, those above containing a nitro group on carbon
SMILES | NOD1 NF-kB reporter | GPR55 activation | KOR beta-arrestin-1 | GPR55 antagonists | HIV fusion peptide | NS5 inhibitors | KOR beta-arrestin-2 | West Nile virus CPE | GPR35 arrestin U2OS | others
O=C(COc1cccnc1[N+](=O)[O-])NCCc1ccccc1 | -48% | 0.1% | -10% | 14% | 1.6% | -7% | 2.0% | 0.1% | -5%
Cc1ccc(S(=O)(=O)N2CCCCC2C)cc1[N+](=O)[O-] (stereo unspecified) | -13% | -0.1% | -6% | 0% | 0.3% | 1% | -3.1% | 1.0% | 1%

Next section
SMILES | NOD1 NF-kB reporter | GPR55 activation | KOR beta-arrestin-1 | GPR55 antagonists | HIV fusion peptide | NS5 inhibitors | KOR beta-arrestin-2 | West Nile virus CPE | GPR35 arrestin U2OS | others
COc1ccc(NC(=O)C2CCCN(C(=O)NC3CCCCC3)C2)cc1OC (stereo unspecified) | 16% | -0.2% | -26% | -1% | 1.8% | -7% | 9.4% | -0.1% | 6%
Cc1ccccc1NC(=O)c1ccc(CN2CCC(Cc3ccccc3)CC2)cc1 | 20% | 0.2% | 30% | 13% | -1.6% | -7% | -1.9% | -0.3% | -1%
Cc1ccc2c(=O)[nH]c(Cc3ccccc3C(=O)O)nc2c1 | 16% | 0.0% | 16% | 0% | 0.8% | -17% | 3.8% | 1.7% | 1%
COC(=O)/C(C#N)=C/c1c(N2CCN(c3ccc(OC)cc3)CC2)nc2c(C)cccn2c1=O | -2% | 0.4% | -13% | 7% | -2.1% | 1% | -2.3% | 0.1% | -1%
CCNC(=S)N/N=C/c1ccc(OCCOc2ccccc2C)cc1 | -18% | -0.3% | -29% | 10% | 0.9% | -3% | -4.5% | x | 1%
CC1CCN(S(=O)(=O)c2ccc(F)c(C(=O)O)c2)CC1 | -9% | -0.1% | -2% | 10% | 0.9% | -4% | 0.7% | 0.1% | -6%
O=C(Nc1ccc(CN2CCOCC2)cc1)c1ccc(-c2ccc(Br)cc2)o1 | -24% | 0.0% | 15% | -1% | -2.9% | -4% | 3.9% | -0.8% | 4%
Cc1nc2sccn2c(=O)c1S(=O)(=O)Nc1ccc(N2CCN(C)CC2)cc1 | -33% | -0.1% | -12%[20 µM] | 0% | 0.7% | -5% | 4.5% | -0.5% | 0%
O=c1c2cnn(-c3ccccc3)c2nc(-c2cccs2)n1-c1ccc(Cl)cc1 | 33% | -2.1% | -5% | 16% | 0.4% | -1% | 0.4% | -0.3% | 4%
COc1ccc(NC(=O)Cn2nc(C(=O)O)c3ccccc3c2=O)cc1OC | -35% | -0.1% | -8% | -6% | -2.6% | -7% | 0.3% | 0.3% | 3%
CN(C)c1ccc(C(=O)OCC(=O)Nc2ccc(S(N)(=O)=O)cc2)cc1 | -15% | 0.2% | 27% | -4% | 1.1% | -6% | 14% | 0.5% | 0%
O=C(NCCn1cc(SCc2ccc(F)cc2)c2ccccc21)c1c(F)cccc1F | -6% | -0.2% | -12% | 0% | 1.5% | -1% | 2.8% | 0.0% | 2%
COc1ccc(-c2nc(C(N)=O)c3[nH]c(=O)n(-c4cccc(C)c4)c3n2)c(OC)c1 | 10% | 0.2% | -34% | -11% | -1.5% | 4% | -1.9% | 0.3% | -7%
N#Cc1cc2c(nc1SCc1ccccc1)CCCC2 | -5% | -0.2% | 28% | 6% | -0.4% | 0% | -0.6% | 2.1% | 11%
Cc1ccc(C(=O)NCc2ccc3c(c2)OCO3)o1 | -23% | -0.1% | -40%[20 µM] | -16% | -1.1% | -5% | -0.7% | -0.6% | 8%
COc1ccc(NC(=O)N2CCCCCC2)c(OC)c1 | -34% | 0.1% | -19% | 1% | -1.7% | -2% | -0.9% | -0.1% | -23%
O=C(OCc1ccc(F)cc1)c1cc2ccccc2cc1O | -17% | -0.3% | -17%[20 µM] | 0% | -1.6% | -1% | 5.6% | -0.4% | 1% | NS5 inhibitors pilot replicate=-1.5
O=C(Nc1ccc(F)cc1F)c1cc2n(n1)C(C(F)(F)F)C1CCCCC1N2 (stereo unspecified) | x | 0.3% | 3% | 5% | -0.1% | 1% | 0.5% | 0.1% | -10%
Cc1ccc[n+](CC(=O)c2ccc(Cl)cc2)c1 | 8% | 0.2% | 29% | 15% | -1.5% | 3% | -3.1% | -0.6% | 8%
COc1ccc(-n2nc(C(=O)NCC(=O)NCc3ccc(F)cc3)c3ccccc3c2=O)cc1 | 2% | 0.2% | -31% | -6% | -0.6% | -11% | 4.5% | 0.1% | -6%
Cc1cc(C)c2nc(-c3ccccn3)cc(C(=O)Nn3cnnc3)c2c1 | -31% | 0.2% | -23%[20 µM] | 2% | 7.0% | -2% | -4.0% | -0.1% | 0%
COc1ccc(NC(=O)C2CCN(c3nc(-c4ccc(OC)cc4)no3)CC2)cc1 | -16% | 0.0% | -26%[20 µM] | 4% | -0.3% | 1% | 0.5% | -0.3% | -6%
Cc1ccccc1C(=O)/C=C1/SCC(=O)N1C | -14% | 0.3% | 1% | 10% | 10% | -28% | -4.6% | -0.6% | -10%

Structures above that contain a COOH group, in the order listed:
SMILES | NOD1 NF-kB reporter | GPR55 activation | KOR beta-arrestin-1 | GPR55 antagonists | HIV fusion peptide | NS5 inhibitors | KOR beta-arrestin-2 | West Nile virus CPE | GPR35 arrestin U2OS | others
COc1ccc(CCNC(=O)c2ccc3c(SCC(=O)O)c4c(nc3c2)CCCC4)cc1OC | -33% | 0.5% | -10% | 7% | 18% | -6% | -0.7% | 0.1% | -6%
O=C(O)c1ccc(NC(=S)NC(=O)c2cncc(Br)c2)cc1 | 50% | 0.5% | -11% | 2% | -1.6% | -10% | -1.2% | -0.6% | 6%
Cc1ccc2c(=O)[nH]c(Cc3ccccc3C(=O)O)nc2c1 | 16% | 0.0% | 16% | 0% | 0.8% | -17% | 3.8% | 1.7% | 1%
CC1CCN(S(=O)(=O)c2ccc(F)c(C(=O)O)c2)CC1 | -9% | -0.1% | -2% | 10% | 0.9% | -4% | 0.7% | 0.1% | -6%
COc1ccc(NC(=O)Cn2nc(C(=O)O)c3ccccc3c2=O)cc1OC | -35% | -0.1% | -8% | -6% | -2.6% | -7% | 0.3% | 0.3% | 3%

Source: PubChem
